Source: PubChem BioAssay (National Center for Advancing Translational Sciences (NCATS))
GLS inh = blocks human kidney-isoform glutaminase activity | Potency, µM (doses to about 45.5 µM), for inactives: at the highest dose activity change, negative = inhibition, most hits filed as inhibitors | O94925 | 410,000 compounds, 0.21% hits | GLS enzymatic activity, qHTS titration; note: % is set by controls: 0 for no effect and ±100 for the full control effect
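Glutamate formation by hKGA was monitored fluorometrically using coupled glutamate oxidase, HRP and Amplex Red. Substrate was added as 1 mM L-glutamine solution; incubation was 30 min at RT after an initial read.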
TrxR1 inh = blocks rat thioredoxin reductase 1; recombinant rTrxR1, NADPH fluorescence consumption, selenite substrate; 390,000 compounds, 1% hits; Potency, µM (titrated, usually from 114 µM), for the others: at the highest dose activity change, negative = inhibition, hits mostly inhibitors; note: % is set by controls: 0 for no effect and ±100 for the full control effect; nearly all actives have a fitted effect of over 65% in size
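Rat TrxR1 (90 nM in the dispensed reagent) was pre-reduced with 400 uM NADPH for 5 min at room temperature, then incubated with compound for 15 min. After 400 uM selenite was added, NADPH fluorescence (Ex 340/Em 450 nm) was followed for 8 min.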
12-LOX inh = inhibitors of human 12S-lipoxygenase ALOX12; P18054; purified 12hLO, xylenol orange hydroperoxide absorbance; Potency, µM (highest dose often 108 µM), for the others: at the highest dose activity change, negative = inhibition, actives largely listed as inhibitors; 580,000 compounds, 1.1% hits; AID 1671190; note: % is set by controls: 0 for no effect and ±100 for the full control effect
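Purified human 12hLO at 150 nM in 25 mM Hepes, 0.01% Triton X-100, pH 7.0, preincubated 15 min at room temperature with compound. Reaction started with 40 uM arachidonic acid, 30 min at room temperature. Hydroperoxide measured by Fe-xylenol orange, 573/405 nm absorbance ratio.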
ERG Ets-DNA blk = inhibitors of human ERG Ets domain-DNA interaction; P11308; AID 624246; Potency, µM (series often up to 76.9 µM), without a hit: at the top dose FP activity, negative = inhibition, actives largely listed as inhibitors; 370,000 compounds, 0.028% hits; fluorescence polarization, His-ERG Ets domain / labelled DNA; active = well fitted inhibition curve with a large enough effect in the polarisation, with a control signal flat; inconclusive = small, poorly fitted or top-dose-only effect, or effect the other way, or a change in a side signal; inactive = no such curve, though single readings can be large or run the other way; the % refers to the polarisation;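 note: polarization taken with two DNA probes labelled with fluorescein and Texas red; % of control where 0% means no effect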
Target sequence (P11308 whole entry, looked up, the tested form may be a part): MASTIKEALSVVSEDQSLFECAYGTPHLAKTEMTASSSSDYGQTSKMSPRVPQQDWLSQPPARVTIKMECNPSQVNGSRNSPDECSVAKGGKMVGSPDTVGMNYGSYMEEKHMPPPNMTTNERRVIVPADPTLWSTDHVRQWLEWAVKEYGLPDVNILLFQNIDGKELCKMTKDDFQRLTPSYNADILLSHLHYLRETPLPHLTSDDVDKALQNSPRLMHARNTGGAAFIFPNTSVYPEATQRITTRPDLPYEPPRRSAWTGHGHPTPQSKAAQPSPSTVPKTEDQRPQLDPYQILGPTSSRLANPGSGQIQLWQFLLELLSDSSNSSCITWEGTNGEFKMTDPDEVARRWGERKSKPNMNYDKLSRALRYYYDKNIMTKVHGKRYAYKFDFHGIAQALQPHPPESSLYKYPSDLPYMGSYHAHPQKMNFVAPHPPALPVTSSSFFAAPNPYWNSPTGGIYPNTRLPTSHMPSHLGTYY
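His-tagged ERG Ets domain (1 uM in the protein solution; 300mM KCl, 50mM Tris-HCl, 1mM EDTA, 1mM DTT, pH 7.5) received compound, then a probe mix of 5 nM fluorescein-DNA and 100nM Texas-615-DNA. Fluorescence polarization was read for both dyes.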
HP1b binding inh = HP1-beta chromodomain-methylated histone interaction inhibition. AlphaScreen HP1-beta / biotin-H3K9me3 peptide binding. P83916. AID 540317. Potency, µM (highest dose often 114 µM), inactives show at the top dose activity change, negative = inhibition, most hits filed as inhibitors. 390,000 compounds, 0.56% hits; note: nearly all actives have a fitted effect of over 70% in size; inactives centre near 23
Target sequence (P83916 whole entry, looked up): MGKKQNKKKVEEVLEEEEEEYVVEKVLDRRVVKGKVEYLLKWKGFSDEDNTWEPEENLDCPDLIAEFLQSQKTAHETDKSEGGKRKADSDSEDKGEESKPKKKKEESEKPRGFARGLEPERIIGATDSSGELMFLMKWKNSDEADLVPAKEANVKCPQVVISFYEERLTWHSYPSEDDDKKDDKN
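HP1-beta protein (50 nM final) preincubated 30 min at room temperature with biotinylated H3(1-18)K9me3 peptide (50 nM) in PBS pH 7.4, 0.01% Tween-20, then compound added for 30 min. AlphaScreen streptavidin donor/nickel chelate acceptor beads (10 ug/mL final), 30 min dark, luminescence read.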
JMJD2A Tudor inh = blocks the human JMJD2A Tudor domain | AlphaScreen JMJD2A-Tudor / H3K4me3 peptide binding | 390,000 compounds, 4.4% hits | AID 504339 | Potency, µM (top dose mostly 114 µM), for inactives: at the top dose activity change, negative = inhibition, hits mostly inhibitors; note: % is set by controls: 0 for no effect and ±100 for the full control effect; nearly all actives have a fitted effect of over 50% in size
PGK inhibitor = inhibitors of T. brucei phosphoglycerate kinase; P07378; PGK/GAPDH coupled, Kinase-Glo luminescence, 60 min; Potency, µM (top dose mostly 57.5 µM), for inactives: top-dose activity change, negative = inhibition, actives largely listed as inhibitors; 380,000 compounds, 0.043% hits; note: % is set by controls: 0 for no effect and ±100 for the full control effect; nearly all actives have a fitted effect of over 60% in size
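Luminescent ATP detection (Kinase-Glo Plus) follows a 60-minute room-temperature incubation, with wells lacking PGK as controls. Buffer: 100 mM TEA (pH 7.6), 5 mM MgCl2, 0.01% Tween-20. Coupling enzyme GAPDH (100 nM final) supplies unstable 1,3-BPG in-well.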
Pin1 inhibitor = inhibitors of human Pin1; Q13526; Pin1 FP peptide displacement, HiFluor488, 10 min; Potency, µM (series often up to 115 µM), inactives show at the top dose activity, negative = inhibition, hits mostly inhibitors; 390,000 compounds, 0.009% hits; AID 504891; active = well fitted inhibition curve with a large enough effect in the polarisation, with a control signal flat, not every such curve was filed as active; inconclusive = small, poorly fitted or top-dose-only effect, or effect the other way, or a change in a side signal; inactive = no such curve, though single readings can be large or run the other way; the % refers to the polarisation; note: % is set by controls: 0 for no effect and ±100 for the full control effect
Target sequence (Q13526 whole entry, looked up): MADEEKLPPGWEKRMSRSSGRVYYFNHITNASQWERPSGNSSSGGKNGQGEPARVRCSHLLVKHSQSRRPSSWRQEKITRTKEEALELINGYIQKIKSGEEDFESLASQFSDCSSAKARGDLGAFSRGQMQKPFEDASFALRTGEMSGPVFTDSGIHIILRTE
RGS4 inh = human RGS4 inhibition; Potency, µM (doses to about 114 µM), for the others: at the top dose activity change, negative = inhibition, usual class: inhibitors; Transcreener GDP fluorescence polarization, RGS4-accelerated GTP hydrolysis; AID 504845; 390,000 compounds, 0.039% hits; note: % is set by controls: 0 for no effect and ±100 for the full control effect; nearly all actives have a fitted effect of over 75% in size; some results filed as inactive show a strong effect at the top dose
Target sequence (P49798 whole entry, looked up): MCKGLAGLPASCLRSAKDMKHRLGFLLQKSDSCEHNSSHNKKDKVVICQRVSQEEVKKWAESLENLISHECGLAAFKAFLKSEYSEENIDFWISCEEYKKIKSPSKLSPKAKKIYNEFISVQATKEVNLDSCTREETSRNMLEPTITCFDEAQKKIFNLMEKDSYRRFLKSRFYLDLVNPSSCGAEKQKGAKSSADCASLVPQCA
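MLSMR compounds (23 nl, pin-transferred) preincubated 10 min at room temperature with a 500nM (2x) first reagent, then RGS4 at 900nM (2x) plus Transcreener GDP mix added; fluorescence polarization (620/688 nm) read before and after 90 min at 30 °C.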
Starred values were filed as active, the others as inactive; i = inactive; ? = inconclusive; · = no result given; & = joins results of further samples; [ ] = dose if it differs, or a comment. Unless noted, calls come from the whole dose curve; as a rule, active = well fitted curve in the direction sought with a large enough effect; inconclusive = small, poorly fitted or top-dose-only effect, or another doubt; inactive = no such curve, though single readings can be large; an effect the other way counts as inactive or inconclusive. Potency is the fitted concentration of half-maximal effect. An excerpt, so the mix of outcomes need not match the whole.

The line under a structure holds: RGS4 inh, GLS inh, PGK inhibitor, JMJD2A Tudor inh, ERG Ets-DNA blk, Pin1 inhibitor, 12-LOX inh, HP1b binding inh, TrxR1 inh
1: CCCn1cnc2sc(C(N)=O)c(C)c2c1=O
    -10%, 8%, -3%, -6%, -4%, 2%, 0%, 33%, -7%
2: Cc1ccc(CNC(=O)Cn2c(=O)n(Cc3ccccc3)c(=O)c3c2c2cc(C)ccc2n3C)cc1
    -5%, 10%, 1%, 6%, -4%, -2%, -2%, 29%, 3%
3: COc1ccc(-c2cn3cccnc3n2)cc1NC(=O)c1c(F)cccc1F
    -22%, 3%, i, -2%, 3%, 14%, -13%, 27%[57 µM], -21%[57.1 µM]
4: CCCc1ncc(CN2CCCC(C(=O)Nc3ccc(-c4cccc(OC)c4)cc3)C2)cn1 (stereo not given)
    -6%, 1%, -1%, -34%, 0%, 11%, -2%, 17%, 47%[activator]
5: CC(=O)Nc1ccc(C)cc1
    8%, -1%, -1%, -12%, 9%, -1%, 0%, 53%[activator], 24%
6: COc1ccc(C2(C(=O)NCCc3ccccc3)CCCC2)cc1OC
    26%, 14%, 1%, -6%, -1%, -3%, ·, 31%, 8%
7: Cc1ccccc1OCc1n[nH]c(=S)n1Cc1ccccc1
    -13%, 74%[activator], 4%, -30%, -19%, -7%, 50µM*, -8%, -14%[57.1 µM]
8: CCN1CCN(c2nc3c(C)cccn3c(=O)c2C=C(C#N)C#N)CC1
    -34%, 0%, -8%, -23%, 5%, ?, ?, 37%, -12%
9: O=C(Nc1nnc(-c2ccccc2)o1)NC1CCCCC1
    13%, -1%, 5%, -24%, 5%, ?, 0%, 20%, 15%
10: Cc1cc(=O)n(Cc2c(F)cccc2Cl)c2c1c(C)nn2C
    -12%, 5%, -2%, 23%, 8%, -3%, ?, 83%[activator], 19%[57.1 µM]
11: O=C(CSc1nnc(-c2ccc(Cl)cc2)n1-c1ccc(Cl)cc1)N/N=C/c1ccccc1C(=O)O
    -11%, 17%, -1%, -3%, -8%, ?, ·, 34%, 14%
12: CC1CCCN(S(=O)(=O)c2coc(C(N)=O)c2)C1 (stereo not given)
    15%, -3%, -6%, -11%, -5%, -1%, 2%[57.4 µM], 47%[activator], 22%[57.1 µM]
13: CC(C)Cn1c(SCC(=O)N2CCOCC2)nc2ccccc2c1=O
    15%, 14%, 3%, -11%, -1%, 3%, 0%, 34%, -8%
14: CCCC(CCC)C(=O)Nc1cccc(-c2nc3cccnc3s2)c1C
    6%, -1%, -4%, ?, 5%, 4%, ?, -22%, 17%
15: CC(C)c1ccc(C2=NC(c3ccncc3)=Nc3ccc(F)cc3N2)cc1
    5%, -4%, ·, ?, 0%, -5%, ?, -3%, 11%
16: CCOC(=O)C1CCN(c2c(NCCCN(C)C3CCCCC3)c(=O)c2=O)CC1
    3%, 16%, i, -25%, 6%, -3%, -2%[57.4 µM], 14%, 2%
17: O=S(=O)(c1cccs1)N1CCN(c2cccc(Cl)c2)CC1
    -18%, -6%, 4%, 22%, 0%, -4%, 2%, 78%[activator], 21%
18: C[C@H](NC(=O)c1[nH]cnc1C(=O)Nc1ccon1)c1ccccc1
    22%, 6%, -6%, -26%, -2%, -5%, 6%, 37%, 20%
19: O=C(C1CSC2(c3ccc(F)cc3)CCC(=O)N12)N1CCCCCC1 (stereo not given)
    14%, 2%, -5%, -9%, 2%, -4%, 9%, 22%, 0%
20: O=C(COc1ccccc1F)Nc1ccc2nc(SCC(=O)N3CCCC3)sc2c1
    -3%, -4%, -1%, -10%, 3%, 16%, -14%, 50%[activator], 14%

Down the list, from the results shown:
Nos. 11 to 18 in Pin1 inhibitor: ?, -1%, 3%, 4%, -5%, -3%, -4%, -5%
Nos. 11 to 18 in 12-LOX inh: ·, 2%[57.4 µM], 0%, ?, ?, -2%[57.4 µM], 2%, 6%

Other entries follow:
The line under a structure holds: RGS4 inh, GLS inh, PGK inhibitor, JMJD2A Tudor inh, ERG Ets-DNA blk, Pin1 inhibitor, 12-LOX inh, HP1b binding inh, TrxR1 inh
21: Cc1ccccc1NC(=O)COc1ccc2oc(=O)cc(C)c2c1
    -8%, 1%, -1%, -17%, ?, -1%, 3%, 18%, 21%
22: O=C(Nc1cccc(O)c1)c1cccc(NC(=O)c2cccs2)c1
    8%, 3%, -9%, -16%, 12%, -2%, -9%, -11%, 30%
23: COc1ccc(CNC(=O)CSc2nc(-c3ccc(OC)c(OC)c3)cc(C(F)(F)F)n2)cc1
    5%, 18%, 4%, -7%, 3%, 0%, -14%, 39%[activator], 17%
24: CCOC(=O)c1ccc(Oc2nc(N(C)C)nc(N3CCOCC3)n2)cc1
    -17%, 0%, ·, -8%, -7%, 4%, 2%&-4%, 18%, 22%
25: COc1ccccc1-c1cc(C(=O)NCc2cccs2)no1
    -2%, 9%, -5%, -3%, -8%, 0%, -24%, 14%, -3%
26: Cc1ccc(NC(=O)Nc2cccc([N+](=O)[O-])c2)nc1
    17%, 6%, -7%, -29%, -14%, 10%, -4%, 10%, 26%[57.1 µM]
27: COc1cc(C(=S)N2CCOCC2)cc(OC)c1OC(=O)c1ccc(C)cc1
    32%, 2%, 0%, ?, 5%, ?, -3%, -2%, 27%
28: CCCOc1ccc(CNCCCOCC)cc1OC
    -6%, 7%, 10%, 0.79µM*, -2%, -12%, ?, ?, -1%[57.1 µM]
29: CCOC(=O)c1ccccc1NC(=O)CN(c1ccccc1OC)S(=O)(=O)c1ccc(C)cc1
    2%, -3%, -1%, ?, 4%, -1%, -15%, 48%[activator], 25%[57.1 µM]
30: COc1ccc2c(c1)CC/C2=N\NC(=O)c1ccccc1
    8%, 5%, 1%, 6%, 0%, 0%, 22%, 29%, 7%

Six compounds from above, arranged by the number in HP1b binding inh, low to high:
The line under a structure holds: RGS4 inh, GLS inh, PGK inhibitor, JMJD2A Tudor inh, ERG Ets-DNA blk, Pin1 inhibitor, 12-LOX inh, HP1b binding inh, TrxR1 inh
22: O=C(Nc1cccc(O)c1)c1cccc(NC(=O)c2cccs2)c1
    8%, 3%, -9%, -16%, 12%, -2%, -9%, -11%, 30%
27: COc1cc(C(=S)N2CCOCC2)cc(OC)c1OC(=O)c1ccc(C)cc1
    32%, 2%, 0%, ?, 5%, ?, -3%, -2%, 27%
26: Cc1ccc(NC(=O)Nc2cccc([N+](=O)[O-])c2)nc1
    17%, 6%, -7%, -29%, -14%, 10%, -4%, 10%, 26%[57.1 µM]
25: COc1ccccc1-c1cc(C(=O)NCc2cccs2)no1
    -2%, 9%, -5%, -3%, -8%, 0%, -24%, 14%, -3%
24: CCOC(=O)c1ccc(Oc2nc(N(C)C)nc(N3CCOCC3)n2)cc1
    -17%, 0%, ·, -8%, -7%, 4%, 2%&-4%, 18%, 22%
30: COc1ccc2c(c1)CC/C2=N\NC(=O)c1ccccc1
    8%, 5%, 1%, 6%, 0%, 0%, 22%, 29%, 7%

Other records follow.
The line under a structure holds: RGS4 inh, GLS inh, PGK inhibitor, JMJD2A Tudor inh, ERG Ets-DNA blk, Pin1 inhibitor, 12-LOX inh, HP1b binding inh, TrxR1 inh
31: O=C1C(Cl)=C(NCCCO)C(=O)c2ccccc21
    -13%, 1%, -10%, -30%, -8%, 2%, 0%, ?, -18%
32: CN(CC(=O)N1CCCCCC1)S(=O)(=O)c1ccc(Br)s1
    4%, 2%, 4%, 18%, -4%, -4%, 121%[activator], 32%, 16%[57.1 µM]
33: CCOC(=O)NCc1ccc(Cl)c(Cl)c1
    24%, 1%, 6%, 5%, -2%, 1%, -8%, 54%[activator], 4%[57.1 µM]
34: CCn1c(=O)c2ccccc2n2c(SCC(=O)N3CCCc4ccccc43)nnc12
    12%, 5%, i, -16%, 8%, -7%, 0%, 20%, 11%
35: N#CCC(=O)Nc1ccc(C(=O)NCCc2c[nH]c3ccccc23)cc1
    -8%, 0%, -5%, -32%, 6%, 36%[activator], -27%, -4%, 7%
36: Cc1cn(S(=O)(=O)c2ccc(Cl)cc2)c(C)n1
    0%[56.9 µM], -20%, 8%, 4%, 0%, -4%, -1%, 76%[activator], -11%[57.1 µM]
37: Cc1cccc(NC(=O)CSc2cn(CC(=O)N3CCCCCC3)c3ccccc23)c1
    23%, -17%, 7%, -5%, 4%, -12%, -9%, 36%, 1%
38: COc1ccc(-c2cc3c(=O)n(CC(=O)NCc4ccccc4F)ncn3n2)cc1
    -21%, -8%, i, -3%, 9%, 2%, -5%, 25%, 12%[57.1 µM]
39: COc1cc(/C=C(/C#N)c2nc3ccccc3[nH]2)ccc1OCC(=O)Nc1ccccc1C
    -14%, -3%, -7%, -19%, ·, 2%, 16%, 23%, -18%
40: CCc1nnc(SCC(=O)N2CCCc3ccccc32)nc1CC
    1%[56.9 µM], -9%, -4%, ?, 8%, -3%, 0%, 36%, 7%
41: Cc1ccc(C(CC(=O)N2CCNCC2)c2ccccc2)c(O)c1C (stereo not given)
    24%, 1%, ·, -19%, -1%, ?, 0%, 21%, -1%
42: COc1ccc(-c2cn3c(C)c(C(=O)NCCN4CCOCC4)sc3n2)cc1
    -13%, 1%, -8%, ?, 3%, 1%, 0%, 1%, -2%
43: Cc1cc(C)c(C2C3=C(Nc4c2c(C)nn4-c2ccccn2)c2ccccc2C3=O)c(C)c1 (stereo not given)
    -16%, 8%, -9%, 25µM*, 6%, 3%, ·, ?, -3%
